Source: PubChem
Lmaj promast – inhibitors of Leishmania major promastigote growth; Leishmania major promastigotes, resazurin fluorescence viability; inhibition, % at 10 µM; 200,000 tested, 9% active; AID 1063; in the data active means inhibition above about 50%;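 further: promastigotes grown with compound for 44 hours at 28 °C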
FLuc act counter – affects firefly luciferase, flagging false hits in luciferase stimulation screens; P08659; ATPlite luciferase biochemical, luminescence, 10 min; 0 = ATP-free wells, 1 = DMSO control; activation factor at 10 µM; 200,000 tested, under 10 active; AID 1027;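 active means luciferase activation factor, scaled between plate controls, of at least 2 with compound at 10 µM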
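Material: luciferase plus luciferin reagent, cell-free. Medium: PBS buffer for ATP. Also added: ATP substrate, dispensed from a 10.24 µM working solution in PBS. Doses: test compounds dosed from 2 mM stocks in 100% DMSO. Incubation: 10 min post-reagent at room temperature. Technique: light output (luminescence). Read-out basis: luminescence gain marking luciferase activators.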
APP 5UTR inh – APP translation inhibition; SH-SY5Y APP 5'UTR-luciferase reporter, luminescence; inhibition, % at 2 µM; 190,000 tested, 0.82% active; AID 1285;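 active means inhibition above a set limit, derived from the sample mean plus 3 SD, cut at about 45% in these data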; further: values of inactives mirror those of a sister screen read the other way
FLuc inh counter – Photinus pyralis luciferase inhibition counter-screen | inhibition, % at 10 µM | ATPLite firefly luciferase biochemical luminescence, 10 min | 200,000 tested, 1.5% active | P08659;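 active means inhibition above about 50% when tested at 10 µM, limit read from the data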
RAM inhibit – inhibitors of the yeast RAM network; AID 868; 190,000 tested, 1.8% active; inhibition, % at 50 µM; S. cerevisiae dse1pr::URA3 reporter, 5-FOA growth OD615, 2 d; analog-sensitive cbk1-as2 kinase mutant strain;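 active means inhibition above a set limit, 3 SD over mean compound inhibition, cut at about 8.4% in these data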;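 further: 0% = DMSO-only wells with no growth and 100% = 10 µM 1-NA-PP1 full growth; inhibition rescues growth on 5-FOA so higher OD means more RAM inhibition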
bIAP activator – increases bovine intestinal alkaline phosphatase activity | purified bovine IAP, CDP-star luminescence, 30 min; hits give high values; fold of DMSO-control signal, blank-subtracted | activation factor at 20 µM | 200,000 tested, 0.17% active;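 active means activation factor of 2 or more at 20 µM, a signal rise over negative controls twice the positive control's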
TNAP inh noacc – TNAP (human) inhibition, acceptor-free conditions; P05186; purified TNAP, CDP-star luminescence, 30 min; inhibition, % at 20 µM; 200,000 tested, 0.26% active; AID 1012;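 active means tissue-nonspecific alkaline phosphatase inhibition above about 50% at 20 µM in the single-dose screen, limit read from the data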;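 further: 0% = DMSO negative control and 100% = EDTA positive control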
Target sequence (P05186 whole entry, looked up): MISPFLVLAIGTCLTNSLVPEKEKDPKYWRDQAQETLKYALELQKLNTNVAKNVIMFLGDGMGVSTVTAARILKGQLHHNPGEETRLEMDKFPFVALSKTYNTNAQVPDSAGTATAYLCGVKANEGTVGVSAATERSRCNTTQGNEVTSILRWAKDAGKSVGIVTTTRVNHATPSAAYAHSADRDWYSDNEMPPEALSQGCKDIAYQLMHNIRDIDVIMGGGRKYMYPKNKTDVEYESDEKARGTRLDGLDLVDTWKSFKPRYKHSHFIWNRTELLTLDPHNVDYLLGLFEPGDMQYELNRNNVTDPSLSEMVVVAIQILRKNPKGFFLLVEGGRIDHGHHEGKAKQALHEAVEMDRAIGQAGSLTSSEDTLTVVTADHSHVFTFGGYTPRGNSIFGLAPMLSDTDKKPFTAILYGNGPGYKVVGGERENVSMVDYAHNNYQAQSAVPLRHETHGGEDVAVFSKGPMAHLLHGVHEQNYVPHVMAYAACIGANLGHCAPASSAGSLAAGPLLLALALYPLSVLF
TNAP inh hiacc – inhibitors of human TNAP at high phosphate acceptor concentration; 200,000 tested, 0.03% active; inhibition, % at 20 µM; AID 1135; P05186; purified TNAP, CDP-star luminescence, 1 M DEA;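 active means over 50% inhibition of tissue-nonspecific alkaline phosphatase at 20 µM in the single-dose screen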;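 further: plate controls were DMSO wells for no effect and EDTA-quenched wells as full inhibition for full effect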
bIAP inhibitor – blocks bovine intestinal alkaline phosphatase activity | purified bovine IAP, CDP-star luminescence, 30 min | 190,000 tested, under 10 active | inhibition, % at 20 µM | AID 1019;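 active means over 50% inhibition of intestinal alkaline phosphatase at 20 µM in the single-dose screen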
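Incubation: 30 min reaction at room temperature / Material: purified bovine intestinal alkaline phosphatase (IAP) enzyme / Input: enzyme at 1/65,000,000 dilution / Dosing: 20 µM single dose / Signal: CDP-star luminescence signal / Reagent: CDP-star chemiluminescent phosphatase substrate, 30 µM final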
TNAP act hiacc – activators of human TNAP at high phosphate acceptor concentration; activation factor at 20 µM; purified TNAP, CDP-star luminescence, 1 M DEA, 30 min; hits give high values; 0 = EDTA background, 1 = DMSO-only activity; P05186; 200,000 tested, under 10 active;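 active means activation factor at least 2 at 20 µM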
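Assay system: human TNAP; Input: enzyme diluted 1/800 final; Reagent: CDP-star luminogenic substrate at 100 µM final; Timing: 30 min, room temperature; Signal: luminescence; Evaluation: TNAP activation factor scaled between EDTA and DMSO control wells.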
* marks the source's active call; other numbers are inactive results.

nr	Molecule	Lmaj promast	FLuc act counter	APP 5UTR inh	FLuc inh counter	RAM inhibit	bIAP activator	TNAP inh noacc	TNAP inh hiacc	bIAP inhibitor	TNAP act hiacc
1	CNC(=O)/C=C1\NC(C)(C)Cc2c1ccc1ccccc21	54*	1.1	-11	-5	-0.7	1	-7	-5	-2	1.1
2	COCCn1c(C)cc(C(=O)COC(=O)c2n[nH]c3ccccc23)c1C	26	0.1	-98	94*	1.1	1.1	11	-1	-10	1
3	CCOC(=O)N1CCN(CCC(=O)Nc2ccc(C)cc2)CC1	-7	1	8	-2	2.8	1	-4	-1	-2	1
4	OCCN(CCO)Cc1csc2ccccc12	23	1	3	-1	1.3	0.6	-8	2	38	1
5	Cc1ccc(-c2nnn(CC(=O)NCCc3ccc4c(c3)OCO4)n2)cc1	-13	1.1	-5	-10	1.1	1.2	-11	-5	-21	1.1
6	O=C(NC(=O)N1CCCc2ccccc21)c1ccccc1	-7	1	-15	-5	1.4	0.9	-16	-3	7	1
7	CCOC(=O)c1cnn(-c2ccccc2)c1-n1cccc1C(=O)C(=O)N(C)C	-1	1.1	-12	-10	0.1	0.9	-14	-8	8	1.1
8	COc1cc(C)ccc1OCCON1C(=O)CCC1=O	-4	1	-8	0	2.2	1	-8	-3	-2	1
9	O=C(COC(=O)c1ccc2ncsc2c1)NC(=O)NCc1ccccc1	17	1	4	0	2.2	1	-7	-3	-1	1
10	Cn1c(C(=O)N2CCCC(C(=O)NCc3cccs3)C2)cc2sccc21 (stereo not given)	-5	1	-11	-2	1.1	1	-4	1	5	1
11	COC(=O)c1ccccc1NC(=S)NC(NC(=O)COc1ccccc1)C(Cl)(Cl)Cl (stereo not given)	99*	1.1	2	-11	3.1	1.1	-6	-4	-8	1
12	O=[N+]([O-])c1ccc(N2CCN(S(=O)(=O)c3ccc4ccccc4c3)CC2)cc1NCC1CCCO1 (stereo not given)	9	1	0	-3	5.1	0.8	-3	9	15	0.9
13	CCNC(=S)N1CCC(c2nc3cc(C)c(C)cc3[nH]2)CC1	-3	1	-5	-2	-0.1	1.4	-3	1	-43	1
14	CC1CCC(NC(=O)C2(C)CCC(=O)N2Cc2cccnc2)CC1 (stereo not given)	-6	1	-2	-3	2.4	0.9	-10	3	9	1
15	CC(C)=CCC/C(C)=C/C=N/NC(=O)c1cccc([N+](=O)[O-])c1	-2	1	10	-3	2.7	0.7	-8	-4	33	1
16	O=C(CCC(=O)Nc1ccccc1)NNC(=O)c1ccco1	-9	1	-1	-5	0.9	0.9	10	-2	10	1
17	Cc1cc(C2=NNC(=NC3CC3)SC2)c(C)n1-c1c(C)n(C)n(-c2ccccc2)c1=O	-7	1	16	-4	1.4	1	-8	-1	-1	1
18	COc1ccc(N(CC(=O)N/N=C(\C)c2cccs2)S(=O)(=O)c2ccccc2)cc1Cl	-10	1	12	-3	6.0	0.8	-8	-5	22	1
19	COC(=O)c1ccccc1Oc1ccc(NC(=O)CCCl)cc1	19	1.1	-6	-8	1.7	1	-2	-4	-4	1
20	O=C(CCCCCn1c(=O)[nH]c2ccccc2c1=O)N1CCN(Cc2ccc3c(c2)OCO3)CC1	2	1	-2	-1	2.7	1	1	5	2	1
21	CN(C)c1nc(Oc2ccc(=O)n(-c3ccccc3)n2)nc(N2CCOCC2)n1	-2	1.1	-9	-8	1.6	1	-11	-7	-3	1.1
22	CCC(C)NC(=O)CCC(=O)Nc1ccc2nc(N3CCOCC3)cc(C)c2c1 (stereo not given)	2	1	-11	4	1.1	1.1	-6	0	-6	1
23	O=C(Nc1ccc(-c2nnc3n2CCCCC3)cc1)c1ccco1	-5	1	-8	0	2.6	0.8	-7	-4	22	1
24	O=C(NCc1ccccn1)c1ccccc1-c1ccccc1	-3	1.1	7	-8	-0.4	1	-14	-6	2	1.1
25	CC1(C)C2C/C(=N\O)C(C)(/[N+]([O-])=C/c3cccc([N+](=O)[O-])c3)CC21 (stereo not given)	8	1.1	-10	-7	2.0	0.9	-10	-7	5	1.1
26	COCCNC(=O)c1ccc(C)cc1C	-7	1	-4	-1	0.1	1	-8	-1	-4	1
27	O=C(CCc1ccccc1)Nc1ccc(F)cc1F	-5	1	47*	-3	-0.2	0.9	-10	-7	14	1.1
28	COc1cc(NC(=O)c2cccs2)cc(OC)c1	0	0.9	2	6	-1.5	0.8	-1	-3	21	1
29	O=C(Nc1ccc(Cl)c(Cl)c1)Nc1nc(-c2ccccc2)cs1	35	1.1	-20	-9	4.6	1.1	-3	-1	-5	1
30	c1ccc(CCNc2nc(-c3ccncc3)cs2)cc1	3	1	-22	2	2.8	1	-10	-6	-3	1.1
31	CC(C)(C)C(=O)CSc1ncccn1	-9	1.1	6	-6	0.6	1	-6	-2	0	1
32	CC(=O)N1CCN(c2ccccc2NC(=O)Cc2ccc(Cl)cc2)CC1	-2	1	-5	-2	1.8	0.9	-12	-5	6	1
33	Cc1ccc2[nH]cc(C(=O)CCl)c2c1	81*	1	-9	3	1.5	1.1	1	-1	-6	1
34	CCNC(=O)c1ccc2c(c1)C1C3CCC(C3)C1C(c1ccccc1)N2 (stereo not given)	22	1	-4	-3	2.6	0.9	-9	5	6	1
35	O=C(NNc1nc2c(F)cc(F)cc2s1)c1ccccc1	-3	1	-8	1	0.8	1.1	-136	-1	-9	1
36	C=CCc1cccc(/C=N/c2ncccc2O)c1O	6	1.1	2	-6	0.4	0.9	-9	5	13	0.9

Structures shown so far containing two or more sulfur atoms, in the order listed:
nr	Molecule	Lmaj promast	FLuc act counter	APP 5UTR inh	FLuc inh counter	RAM inhibit	bIAP activator	TNAP inh noacc	TNAP inh hiacc	bIAP inhibitor	TNAP act hiacc
10	Cn1c(C(=O)N2CCCC(C(=O)NCc3cccs3)C2)cc2sccc21 (stereo not given)	-5	1	-11	-2	1.1	1	-4	1	5	1
18	COc1ccc(N(CC(=O)N/N=C(\C)c2cccs2)S(=O)(=O)c2ccccc2)cc1Cl	-10	1	12	-3	6.0	0.8	-8	-5	22	1

Next section:
nr	Molecule	Lmaj promast	FLuc act counter	APP 5UTR inh	FLuc inh counter	RAM inhibit	bIAP activator	TNAP inh noacc	TNAP inh hiacc	bIAP inhibitor	TNAP act hiacc
37	CN(Cc1nc2ccccc2c(=O)[nH]1)C(=O)c1ccc(S(=O)(=O)N(C)C)cc1	-7	1	1	-3	-0.9	1	-9	-2	4	1
38	CCOC(=O)c1cc2sccc2n1CC(=O)Nc1ccc2c(c1)OCCO2	0	1	-24	2	4.8	0.9	14	2	15	1
39	Cc1cccc2c1nc(-c1ccccc1)n1nnnc21	-6	1.1	10	-8	4.8	0.8	-5	-7	15	1.1
40	CCOc1cc(NC(=S)NCC2CCCO2)c(OCC)cc1NC(=O)c1ccccc1 (stereo not given)	7	1	2	-3	1.2	0.9	-10	1	7	1
41	Cc1cccc(C2c3[nH]c4ccccc4c3CCN2Cc2cnn(-c3ccc(F)cc3)c2)n1 (stereo not given)	1	1	-4	0	2.4	1	-2	2	-1	1
42	COc1ccc(C2=NN(C(=O)c3cccs3)C(O)(C(F)(F)F)C2)cc1 (stereo not given)	13	1	24	-1	4.0	1.1	-14	2	-9	1
43	Cc1ccc2c(c1)CCCN2C(=O)c1ccncc1	-5	1.1	-3	-8	0.5	0.9	-6	-4	7	1
44	Cc1ccc2[nH]c(=O)c(CN(Cc3nnnn3C3CCCC3)C3CCCCC3)cc2c1	49	1	0	-4	1.1	1	-15	-6	2	1.1
45	O=C(Nc1ccc2nc(C3CC3)n(Cc3ccc(F)cc3)c(=O)c2c1)c1ccco1	24	1	-23	-3	0.1	0.9	-4	-3	5	1
46	O=C(CSc1nc2c(cnn2-c2ccc(F)cc2)c(=O)[nH]1)N1CCCc2ccccc21	3	1	8	-2	1.8	0.9	-9	-7	6	1.1
47	COc1cccc(-n2c(SCc3c(C)noc3C)nnc2-c2cccc(S(=O)(=O)N(C)C)c2)c1	-6	1	7	1	2.8	1	-13	-2	2	1
48	Cc1cc(N2CCCCC2)nc(SCC(=O)c2ccccc2)n1	42	1.1	-20	-10	-0.5	0.9	-5	-8	13	1.1
49	Oc1cccc(/C=N/c2c(-c3ccco3)nc3ccccn23)c1	16	0.5	7	47	4.1	1	-7	0	-3	1
50	CCOc1ccc(N2C(=O)/C(=C/c3cccs3)N(C)C2=S)cc1	14	1	-15	-4	1.2	0.7	-4	6	33	0.9
51	CCCC(=O)C1CCN(Cc2ccccc2)CC1	83*	1.1	-8	-6	-0.2	0.9	-1	1	10	1
52	CCOC(=O)c1cccc(NC(=O)CN2CCN(c3ccc(OC)cc3)CC2)c1	-8	1.1	-12	-6	2.4	1	-8	-4	-4	1
53	O=C(CC1C(=O)NCCN1Cc1c(F)cccc1Cl)NCc1ccccc1 (stereo not given)	-5	1	7	0	1.7	1.1	-9	-3	-8	1
54	Cc1ccccc1NC(=S)NC(NC(=O)c1ccco1)C(Cl)(Cl)Cl (stereo not given)	10	1	1	-2	-0.5	1.1	0	-3	-11	1
55	Cc1nc2c3ccccc3nc(SCC(=O)c3ccc(Cl)cc3)n2n1	-1	1	3	-3	2.8	1.2	-5	4	-19	1
56	CC(C)C(NC(=O)/C=C/c1cccc([N+](=O)[O-])c1)C(C)C	4	1	-8	-1	0.6	0.9	-18	-2	9	1
